Screening data deposited in PubChem by several laboratories.
GC-A act: GC-A stimulated cGMP production enhancers – HEK293 GC-A cells, cGMP TR-FRET, EC30 ANP, primary screen | Atrial natriuretic peptide receptor 1 (Homo sapiens), P16066 | 0% at EC30 ANP, 100% saturating ANP | activation, % at 10 µM | hit rate 0.14% among 370,000 | AID 1671463, 2021; in the data active means activation above about 40%
PRMT1 inh: PRMT1 methyltransferase inhibitors, primary screen, biochemical, fluorescence polarization; Protein arginine N-methyltransferase 1 (Homo sapiens), Q99873; recombinant PRMT1, activity-based probe fluorescence polarization; inhibition, % at 2.79 µM; hit rate 1.3% among 370,000;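 active means inhibition above about 21% made by adding two undisclosed values, limit read from the data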
MBD2 inh: inhibitors of MBD2 binding to methylated DNA, primary screen, biochemical, TR-FRET, DNA-binding domain, human. AID 686964, 2013. inhibition, % at 4.4 µM. hit rate 0.31% among 370,000. MBD2 binding to methylated oligonucleotide. Methyl-CpG-binding domain protein 2 (Homo sapiens), Q9UBB5; in the data active means inhibition above about 13%
mABHD4 FP: ABHD4 inhibitors, primary screen, biochemical, fluorescence polarization, mouse. purified mABHD4, FP-Rh probe fluorescence polarization. inhibition, % at 8.92 µM. (Lyso)-N-acylphosphatidylethanolamine lipase (Mus musculus), Q8VD66. hit rate 0.54% among 370,000. AID 720543, 2013;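 active means inhibition exceeding the mean over every tested compound plus 3 SD, cut at about 30% in these data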;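 further: 0% = plate median of compound wells and 100% = S159A mutant with DMSO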
Target sequence (Q8VD66 whole entry, looked up): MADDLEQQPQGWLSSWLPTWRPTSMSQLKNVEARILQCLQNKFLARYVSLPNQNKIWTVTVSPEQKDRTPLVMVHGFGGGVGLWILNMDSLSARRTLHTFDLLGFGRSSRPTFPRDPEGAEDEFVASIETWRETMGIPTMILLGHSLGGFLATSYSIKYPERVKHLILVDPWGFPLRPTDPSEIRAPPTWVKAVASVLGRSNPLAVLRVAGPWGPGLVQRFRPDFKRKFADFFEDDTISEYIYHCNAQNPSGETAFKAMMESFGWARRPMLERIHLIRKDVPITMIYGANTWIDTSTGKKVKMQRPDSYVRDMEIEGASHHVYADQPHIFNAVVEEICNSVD
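Assay system: Wild-type mouse ABHD4 protein | Medium: HEPES pH 7.0 buffer, 150 mM NaCl, 0.01% Pluronic F-127 | Incubation: Enzyme–compound pre-incubation 45 min, then probe 60 min, both 25 °C | Technique: Fluorescence polarization with parallel and perpendicular emission, 525/598 nm | Evaluation: % inhibition of FP-Rh probe binding versus controls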
UHRF1 MBD2 ctr: UHRF1 methylated DNA binding inhibitors, primary screen, counter-screen for MBD2 inhibitor project, biochemical, TR-FRET, human UHRF1, single concentration; AID 687016, 2013; E3 ubiquitin-protein ligase UHRF1 (Homo sapiens), Q96T88; hit rate 0.75% among 370,000; UHRF1 binding to methylated oligo; inhibition, % at 4.4 µM; in the data active means inhibition above about 21%;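 further: UHRF1 SRA domain binding a hemimethylated CpG hairpin DNA probe; 0% = median of test compound wells and 100% = reference inhibitor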
GC-B act: human GC-B receptor activators, primary screen, HEK293 GC-B cells, cGMP TR-FRET, EC30 CNP; 0% at EC30 CNP, 100% saturating CNP; activation, % at 10 µM; hit rate 0.11% among 370,000; AID 1920062, 2024;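 active means activation at 10 µM reaching about 35% in either raw or pattern-adjusted values, limit read from the data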
HTRA1 inhibitor: HTRA1 serine protease inhibitors, primary screen, biochemical, fluorescence polarization, HTS | recombinant HTRA1, FP-rhodamine activity-based probe | hit rate 0.5% among 340,000 | Q92743 | inhibition, % at 5.96 µM; in the data active means inhibition above about 36%;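 further: 0% = enzyme with DMSO and 100% = wells lacking enzyme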
SIAE primary: human SIAE inhibitors, primary screen, biochemical, fluorescence polarization, FP-Rh probe, 1536-well HTS | Sialate O-acetylesterase (Homo sapiens), Q9HAT2 | SIAE FP-Rh probe binding | inhibition, % at 9.66 µM | hit rate 0.69% among 370,000 | AID 1053197, 2014;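 active means inhibition above a cutoff: mean of compounds within the control limits plus 3 SD of those, cut at about 17% in these data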;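 further: 0% = plate median of compound wells and 100% = probe without SIAE protein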
Target sequence (Q9HAT2 whole entry, looked up): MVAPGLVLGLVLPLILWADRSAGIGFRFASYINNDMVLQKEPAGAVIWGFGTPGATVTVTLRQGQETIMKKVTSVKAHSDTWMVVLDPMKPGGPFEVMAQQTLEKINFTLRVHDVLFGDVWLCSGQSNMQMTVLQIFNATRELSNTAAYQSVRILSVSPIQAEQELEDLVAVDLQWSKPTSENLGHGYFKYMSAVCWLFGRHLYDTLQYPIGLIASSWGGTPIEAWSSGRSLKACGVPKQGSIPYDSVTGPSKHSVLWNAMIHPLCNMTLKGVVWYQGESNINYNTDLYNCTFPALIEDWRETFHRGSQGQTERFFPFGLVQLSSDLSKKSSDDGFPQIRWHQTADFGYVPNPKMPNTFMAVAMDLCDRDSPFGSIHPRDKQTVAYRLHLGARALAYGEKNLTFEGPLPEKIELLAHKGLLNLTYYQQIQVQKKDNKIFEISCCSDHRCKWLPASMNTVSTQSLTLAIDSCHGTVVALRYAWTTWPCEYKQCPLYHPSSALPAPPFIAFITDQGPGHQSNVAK
rCAG binder: binders of r(CAG) RNA repeats, primary screen, biochemical, fluorescence. hit rate 1.3% among 370,000. r(CAG) RNA repeat, TO-PRO-1 dye displacement fluorescence. inhibition, % at 3 µM;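 active means inhibition above the plate cutoff, the mean of all test compounds on that plate plus 3 SD, cut at about 35% in these data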;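 further: 0% = DMSO alone and 100% = 100 µM mitoxantrone as full dye displacement; higher means more dye released from RNA so lower well fluorescence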
TCR CD3 inh: inhibitors of human TCR-CD3 interaction, primary screen, biochemical, fluorescence, TAMRA-labeled TCR probe; hit rate 0.37% among 360,000; T-cell receptor (TCR); inhibition, % at 9.4 µM; AID 651800, 2012; in the data active means inhibition above about 19%;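 further: recombinant mutant TCR 2C K166C tagged with TAMRA read by polarization; 0% = receptor in buffer alone and 100% = receptor with positive control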
* marks the source's active call; other numbers are inactive results; . = no result given. A portion of the library (hit frequency here may not be typical).

#	Structure	GC-A act	PRMT1 inh	MBD2 inh	mABHD4 FP	UHRF1 MBD2 ctr	GC-B act	HTRA1 inhibitor	SIAE primary	rCAG binder	TCR CD3 inh
1	CC1C=CCC2C(=O)N(c3cccc(C(=O)Nc4ccc(F)cc4)c3)C(=O)C12 (stereo not given)	3	-3	-10	5	-2	4	-12	-2	-2	2
2	COc1cccc2cc(-c3cn4cccc(C)c4n3)c(=O)oc12	-2	0	-5	-5	-1	-4	-4	5	-1	-1
3	Cc1c(NC(=O)C2CCCCN2S(=O)(=O)c2ccc(Cl)cc2)c(=O)n(-c2ccccc2)n1C (stereo not given)	1	2	2	2	1	3	0	12	1	-9
4	COc1ccc(CNC(=O)COC(=O)c2ccc(F)c(S(=O)(=O)N3CCOCC3)c2)cc1	-1	2	2	0	0	-1	-2	0	2	-2
5	O=C(NCCCO)C(=O)NCCc1ccc(Cl)cc1	1	-1	5	6	3	10	5	3	-1	-2
6	COc1cc(-c2onc3ccc(Br)cc23)cc(OC)c1OC	-2	0	-2	4	-3	2	4	2	2	-7
7	CC(C)(C)NC(=O)CN1CCCN(C(=O)c2cccc(S(=O)(=O)N3CCc4ccccc43)c2)CC1	4	2	0	2	-1	-2	4	2	-3	5
8	CCN1/C(=C2/SC(=S)N(NC(C)=O)C2=O)Sc2ccc(OC)cc21	0	3	-7	3	-13	5	0	-1	5	4
9	N#Cc1ccc(NC(=S)NC(=O)C2CCCCC2)cc1	1	-6	-5	-12	0	1	-16	-4	0	4
10	CC(=O)Nc1ccc(NC(=O)CSc2nnc(-c3ccco3)n2Cc2ccco2)cc1	-1	-1	1	1	-3	-1	1	9	0	-1
11	COc1cccc(-c2cc(C(F)(F)F)n3ncc(S(=O)(=O)c4ccccc4)c3n2)c1	-6	2	2	-3	0	-5	17	-5	0	-4
12	O=S(=O)(Nc1nc2ccccc2nc1Cl)c1ccccc1C(F)(F)F	5	-2	2	-3	-1	3	3	3	9	8
13	O=C(NCc1cccc(Cl)c1)NC(=O)c1csc([N+](=O)[O-])c1	-6	1	-3	1	1	-4	-1	-5	0	-2
14	O=C(CN(C(=O)CCC(=O)Nc1nccs1)c1ccccc1F)NCc1ccccc1	-3	2	3	-5	-1	0	-6	-9	-1	3
15	CN1CCN(S(=O)(=O)c2ccc(Oc3ccc(F)c(Cl)c3)nc2)CC1	4	-3	-4	5	2	-1	2	-2	-2	0
16	Cc1cccc(NC(=O)Cn2c(=O)oc3ccccc32)c1	3	0	-1	0	3	2	-5	1	2	6
17	COc1cc(Br)cc(CNc2ccc(F)c([N+](=O)[O-])c2)c1O	-12	-3	0	-15	-2	-12	-15	3	8	3
18	Cc1ccc(NC(=S)NCCc2c[nH]c3ccccc23)c(C)c1	2	-7	1	-11	0	0	-6	6	0	4
19	COc1ccc(-c2cc(C(=O)N3CCCC3)no2)cc1OC	-1	0	1	-3	1	-3	-9	5	-2	-1
20	CC(C)(C)NC(=O)NC(=O)COC(=O)Cn1cnc2ccccc2c1=O	-3	2	4	1	0	-2	5	-3	-5	-1
21	COc1ccc(C(=O)NC(C)c2ccc(-n3ccnc3)cc2)cc1[N+](=O)[O-] (stereo not given)	-6	-2	-4	4	-1	-5	0	-2	-1	-7
22	Cc1cc(NC(=O)CSCC(=O)Nc2nc3ccccc3s2)no1	-11	6	-3	-9	1	-13	-6	-4	4	4
23	Cn1nc(C(=O)NCC(c2cccs2)N2CCOCC2)c2ccccc2c1=O (stereo not given)	-4	-1	3	9	0	3	-1	7	0	2
24	CCC(CCc1ccccn1)C(=O)c1ccccc1 (stereo not given)	-4	-2	-3	1	-1	0	-1	10	1	-6
25	CCN1C(=O)CC(c2ccc(OC(C)C)cc2)C1=O (stereo not given)	-1	-1	-1	8	-1	3	3	2	2	3
26	COc1ccc(-n2nc(C(=O)NCC(=O)NC3CCCCCC3)c3ccccc3c2=O)cc1OC	-5	-2	3	-2	0	1	-4	4	-3	-1
27	O=C1C=CC2(C=C1)O[C@H](Cc1ccccc1)[C@@H](Cc1ccccc1)O2	-29	51*	2	-14	5	-17	-28	2	7	2
28	CC(C)NC(=O)C1CCN(C(=O)N(C)C)CC1	4	-1	-2	1	1	4	-7	-2	1	8
29	Cc1cc(C(=O)N/N=C/c2ccc(OCc3ccccc3)cc2)c(C)o1	2	-2	-5	-21	-4	-1	-39	-4	3	5
30	COc1ccc(/C=C(\NC(=O)c2cccs2)C(=O)NC(C)(C)C)cc1OC	0	3	-1	0	1	2	1	7	0	-4
31	COC(=O)[C@H](C)NC(=O)[C@H](CC(C)C)NC(=O)OC(C)(C)C	1	3	4	-2	-2	0	.	-4	2	.
32	CCOC(=O)c1c(NC(=O)CSc2nnc(-c3ccco3)o2)sc(C(C)=O)c1C	-2	3	-1	2	1	-4	-4	-1	8	-1
33	CC(C)C[C@H]1COc2cc(N3CCOCC3)ccc2S(=O)(=O)N1	1	-6	1	-2	11	0	.	0	5	9
34	COc1ccc2c(c1)C1CC(C)(NC(=O)C1S(=O)(=O)c1ccc(F)cc1)O2 (stereo not given)	0	-1	3	9	-4	-6	1	2	-1	3
35	CC1CCC(NC(=O)COC(=O)C2=NN(c3ccccc3)C(=O)CC2)CC1 (stereo not given)	-1	2	-6	6	-2	-5	0	15	-3	-6
36	COc1cc(C(=O)NNC(=S)NC(=O)c2ccc(F)cc2)cc(OC)c1OC	-1	-4	-2	-4	1	3	1	1	12	-2
37	CCOc1ccc(C2c3[nH]c4ccccc4c3CCN2Cc2cccn2-c2ncccn2)cc1 (stereo not given)	-1	0	1	-3	-2	2	-39	-1	9	1
38	CCOCC(=O)Nc1nc2ccccc2s1	1	3	-4	-1	-1	-3	-5	-2	-1	1
39	COc1cc(C(=O)NC2CCCc3c2cnn3-c2ccccc2F)cc(OC)c1OC (stereo not given)	0	1	-1	3	1	-5	2	-2	-5	-4
40	Cc1ccc(NC(=O)CSc2ncn(-c3ccccc3)n2)cc1C	-2	-1	-1	-4	-1	1	-15	-10	-1	4
41	CCOC(=O)CNC(=O)CNC(=O)c1ccc(OC(C)C)cc1	-1	-3	0	0	-3	3	.	4	-6	1
42	COc1ccc(CCC(=O)NCCS(=O)(=O)N2CCN(c3ccc(OC)cc3)CC2)cc1	4	-1	-1	-5	-1	2	-18	9	-3	4
43	Cc1cc(C)n(CC(O)COCc2ccccc2)n1 (stereo not given)	3	-1	-5	-1	0	-2	10	0	-1	5
44	CCCCn1c(N)c(N(CCOC)C(=O)c2nn(CC)c(=O)c3ccccc23)c(=O)[nH]c1=O	2	-5	-8	-6	0	1	3	-3	-3	5
45	COc1cc(Nc2nc3ccccc3n3nnnc23)cc(OC)c1OC	-4	12	2	8	8	-6	15	10	6	-2
46	O=C(COC(=O)c1ccc(Br)o1)Nc1ccc2c(c1)OCCO2	-1	3	-7	4	0	2	10	0	1	1
47	COc1ccc(-c2noc(N3CCC(C(=O)NCCCN4CCC(C)CC4)CC3)n2)cc1	-2	6	11	-22	6	-3	-3	-1	2	-3
48	COc1cc2c(cc1OC)CN(CC(=O)Nc1cccc(C)c1)CC2	-2	-2	-2	0	-5	0	8	14	-3	8
49	S=C(NCCN1CCOCC1)Nc1cccc(Cl)c1	-2	-2	2	0	-4	1	2	0	1	-2
50	COc1cc2c(cc1OC)CN(C(=O)CSc1nnc3scc(-c4ccccc4)n13)CC2	-2	-4	-1	-2	-2	-3	-11	11	1	5

Carrying on:
#	Structure	GC-A act	PRMT1 inh	MBD2 inh	mABHD4 FP	UHRF1 MBD2 ctr	GC-B act	HTRA1 inhibitor	SIAE primary	rCAG binder	TCR CD3 inh
51	Cc1nc(-c2ccc(S(=O)(=O)Nc3cc(S(=O)(=O)N(C)C)ccc3C)s2)cs1	-6	-4	-1	0	-1	2	6	5	33	2
52	O=C(CSc1ccccn1)Nc1nc2ccccc2s1	3	0	1	-2	-2	-9	-7	-2	-3	4
53	COc1ccc(CNCCNC(=O)c2nonc2N)cc1OC	-1	-5	-2	1	-2	-2	-3	-2	3	7
54	Cc1ccc(C(=O)Nc2ccc(C(=O)N/N=C/c3cccnc3)cc2)cc1	-2	1	0	-7	-1	-3	-18	-11	-1	-2
55	CC1CC(C)CN(CC(C)(C)NS(=O)(=O)c2ccc(Cl)cc2)C1 (stereo not given)	-3	1	3	3	-4	-7	-10	2	-9	8
56	Cc1cccc(OCC(O)Cn2c(-n3nc(C)cc3C)nc3c2c(=O)[nH]c(=O)n3C)c1 (stereo not given)	-4	-3	-1	-5	2	3	-1	-1	-5	4
57	CS(=O)(=O)N1CCC(C(=O)Nc2ccc(Cl)c(Cl)c2)CC1	-9	0	-1	4	4	-8	.	0	-1	-9
58	CSCc1cc(N2CCOCC2)nc(SCc2ccc(Cl)cc2Cl)n1	3	-3	1	-4	-2	2	-36	-4	-4	2
59	CCN(C(=O)Cc1c(C(=O)O)n(CC)c2ccccc12)c1ccccc1C	0	-3	1	2	-2	6	-1	-2	6	-2
60	COc1cc(NS(=O)(=O)c2ccc(N=Cc3c(C)[nH]n(-c4ccccc4)c3=O)cc2)nc(OC)n1	-4	-3	-2	6	-6	-2	5	5	6	8
61	Cc1[nH]ccc(=O)c1OCc1c(Cl)cccc1Cl	0	-2	-5	-7	-2	0	9	6	0	5
62	O=C(CN1C(=O)c2ccccc2C1=O)NCc1ccccn1	0	0	1	-2	1	3	-2	-2	3	4
63	Fc1ccc(N2C(=S)SC(=Nc3ccccc3)C2=Nc2ccccc2)cc1	0	1	5	0	-1	-2	4	5	1	7
64	CC(=O)Nc1ccc(S(=O)(=O)N[C@@H](C)C(=O)OCc2cc([N+](=O)[O-])cc3c2OCOC3)cc1	-2	5	5	-5	0	4	-1	-5	7	0
65	CCOC(=O)C1CCN(C(=O)c2cccnc2Oc2ccccc2)CC1	3	1	-5	2	2	6	4	0	-5	-2
66	CCOC(=O)C1(Cc2ccccc2C)CCCN(C(=O)c2cc(C3CC3)[nH]n2)C1 (stereo not given)	0	0	3	3	2	-3	3	-1	-6	-2
67	Cc1c(O)nc(SCC(=O)Nc2ccc3c4c(cccc24)CC3)n(-c2ccc(F)cc2)c1=O	0	25*	-4	5	-4	2	6	-1	46*	6
68	CCOC(=O)c1sc(-c2ccc(F)cc2)cc1NC(=O)Nc1ccccc1OC	4	-2	-2	0	-1	-10	-3	-8	2	-2
69	CCOC(=O)C1(C)C=C(Nc2ccc(O)cc2)C(=O)N1c1ccc(O)cc1 (stereo not given)	-4	33*	-6	76*	5	-1	55*	16	10	40*
70	Cc1ccc2c(CC(=O)NNC(=O)c3ccccc3O)coc2c1	0	-3	4	13	-1	-4	28	5	19	20*
